LDHA inh = blocks human lactate dehydrogenase A. P00338. activity change, % (values are at about 110 or 230 µM). hit rate 0.15% among 480,000. AID 1347041. purified LDHA, NADH/diaphorase-resazurin fluorescence; active compounds read low; in the data active = activity change below about -30%; inconclusive = mostly about -25% to -30%;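 also: plate controls were DMSO wells for no effect and wells without enzyme for full effect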
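Human LDH5 at 2 nM final in Tris HCl pH 7.4 with 0.06 mM NADH and 0.2 mM pyruvate, reacted 5 minutes at room temperature. Remaining NADH coupled via diaphorase/resazurin; resorufin fluorescence read at 0 and 20 minutes, normalized to enzyme-free and DMSO wells.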
* = called active by the depositor; u = inconclusive. This is a subset (hit frequency here may not be typical).

SMILES | LDHA inh
O=C(O)CCCCCCNS(=O)(=O)Cc1ccccc1 | -1.1
Cc1cccc(N2CCN(C(=O)C3CCN(S(=O)(=O)Cc4cccc(Cl)c4)CC3)CC2)c1C | 8.9
Cc1oc(-c2nc(C#N)c(NC(C)C)o2)cc1S(=O)(=O)N1CCOCC1 | -1.1
CO/N=C/c1ccc(OCc2ccc(C(=O)OC)cc2)cc1 | 1.8
O=C(c1ccc(Cl)cc1)N(Cc1ccco1)c1ccc(O)cc1 | 0.4
Cc1cccc(C)c1OCC(O)Cn1c(C)cc(=O)n2ncnc12 (configuration not stated) | -12.9
Cc1ccccc1/C=C/C(=O)NC1CC1 | 11.2
CCSC1=C(C#N)C(c2ccc(C)cc2)C2=C(CCCC2=O)N1 (configuration not stated) | -9.7
COc1ccc(CCn2c(Br)nc3c2c(=O)n(C)c(=O)n3C)cc1 | -3.6
CN(CC(=O)N(C1CCCCC1)C1CCS(=O)(=O)C1)c1ccc2ccccc2c1 (configuration not stated) | 29.4
O=C1OC(C2CC2)c2cc3c(cc21)OCCO3 (configuration not stated) | 4.0
CC(C)(C)c1ccc(C2CC2C(=O)NN)cc1 (configuration not stated) | -2.0
Cc1oc(-c2cccs2)nc1CC(=O)NC(C)CN1CCOCC1 (configuration not stated) | -11.7
O=C(CSc1nnc(-c2ccccc2F)n1C1CC1)c1cc2ccccc2o1 | -0.7
CCN(CC)CCCn1c(C)c(C)c2c1ncn1nc(-c3cccs3)nc21 | 12.4
COc1ccc(C(=O)NC2CCCCC2)cc1 | -4.8
COc1ccc(C2=C(O)C(=O)N(Cc3ccco3)C2c2ccc(C(C)C)cc2)cc1 (configuration not stated) | -0.4
CCNC(=O)CSc1cc(C)c2ccccc2n1 | -0.6
CC(C)c1ccc(Nc2nc(N)c(C#N)c(CC#N)c2C#N)cc1 | 1.9
COc1ccc2c(c1)N(C(=O)Nc1ccc(Cl)cc1)C(C)(C)C=C2C | 8.3

Reprinted at random: 3 entries already listed.
SMILES | LDHA inh
COc1ccc(C2=C(O)C(=O)N(Cc3ccco3)C2c2ccc(C(C)C)cc2)cc1 (configuration not stated) | -0.4
Cc1oc(-c2cccs2)nc1CC(=O)NC(C)CN1CCOCC1 (configuration not stated) | -11.7
COc1ccc(C(=O)NC2CCCCC2)cc1 | -4.8

Other records follow.
SMILES | LDHA inh
CC(=O)c1ccc(N2CCN(C(=O)c3nn(Cc4ccccc4)c(=O)c4ccccc34)CC2)c(F)c1 | -2.7
COc1ccccc1C(=O)NC1CC(=O)N(c2cccc(F)c2)C1 (configuration not stated) | 0.0
Cn1c(C(=O)NCCNC(=O)c2cccc(F)c2)cc2ccccc21 | 8.0
CCCCCNC(=O)C(c1ccc(OC)cc1)n1c(=O)c(-c2cc3ccccc3[nH]2)nc2ccccc21 (configuration not stated) | 4.1
CC(C(=O)N(C)C1CCCCC1)N(C)CC(=O)Nc1ccc(Cl)cc1 (configuration not stated) | 1.3
NC(N)=N/N=C/C(Cl)=C/c1ccccc1 | 4.5
CC(C)c1cc2c(s1)c1cnn(Cc3ccccc3F)c(=O)c1n2C | -7.1
O=c1cc(O)c2sc3nc(C45CC6CC(CC(C6)C4)C5)cc(C(F)(F)F)c3c2[nH]1 | 3.1
COC(=O)c1ccc(COC(=O)C2COc3ccccc3O2)o1 (configuration not stated) | 6.7
CCOc1ccc(S(=O)(=O)NCCc2ccccc2)cc1-c1nc(C)no1 | 6.9
CCOC(=O)N1CCC(NC(=O)c2cnn3c(C)c(Cc4cc(C)ccc4C)c(C)nc23)CC1 | 7.2
CCN(CC)S(=O)(=O)c1ccc2oc(SC(C(=O)NC3CC3)c3ccccc3)nc2c1 (configuration not stated) | 10.1
Cc1ccc2c(c1)C(O)(CC(=O)c1ccccc1F)C(=O)N2 (configuration not stated) | 1.6
COC(=O)c1sc2ccccc2c1S(=O)(=O)Nc1cc(OC)ccc1OC | 9.2
Brc1cccc(CSc2nc3ncccc3o2)c1 | 0.6
CCn1nc(C(=O)N2CCN(S(=O)(=O)c3ccc(C(C)(C)C)cc3)CC2)c2ccccc2c1=O | 8.5
O=C(Nc1ccc([N+](=O)[O-])cc1)OC1CCS(=O)(=O)C1 (configuration not stated) | 1.2
Cc1ccc(NC(=O)Cn2c(=O)n(C)c(=O)c3sc(N4CCCC4)nc32)c(Cl)c1 | -0.9
CCC(CO)Nc1nc(-c2ccco2)c2c(c1C#N)CCCC2 (configuration not stated) | 14.4
O=C(NC1CCCC1)C1CCN(c2ncnc3nc[nH]c23)CC1 | 4.5
CCCCCCOc1ccc(CNCc2cc(OC)c(OC)cc2OC)cc1 | -13.8
CCN1CCN(S(=O)(=O)c2ccc(NC(=O)CCc3ncc(-c4ccc(F)cc4)o3)cc2)CC1 | 9.6
COc1ccc(NC(=O)c2cc(Br)c(O)c(OC)c2)cc1NC(C)=O | 5.9
CCOC(=O)c1sc(CC(=O)Nc2ccccc2C)nc1C | -2.4
O=C(CCCc1nc2ccccc2s1)NCCc1cccc(F)c1 | 1.4
CCOc1ccccc1CNC(=O)C(CC)n1nc(CC)n2c(cc3oc(C)cc32)c1=O (configuration not stated) | -8.3
COC(=O)C(NC(=O)c1ccccc1OC)(Nc1nc(C2CC2)cs1)C(F)(F)F (configuration not stated) | -2.7
O=C(Nc1cccc(Cl)c1F)c1nn(Cc2ccccc2)c(=O)c2ccccc12 | 8.0
C(#CC(c1ccccc1)(c1ccccc1)C1CCCCC1)CN1CCOCC1 | 5.2
CCNC(=O)COC(=O)c1cc(Cl)cc(Cl)c1 | -5.9
CCOC(=O)C1=C(C)N(C)C(=O)N(C)C1c1ccc(F)cc1F (configuration not stated) | 11.1
CCC(C)N(CCCNC(=O)Cn1nc(Cc2cccnc2)c2ccccc2c1=O)Cc1ccco1 (configuration not stated) | -0.5
CC(=O)Nc1cccc(NC(=O)C2(Cc3nc4ccccc4s3)CCCC2)c1 | 12.7
CC(C)(CNC(=O)C1(c2ccccc2)CC1)C(N)=O | -1.9
CCn1c(-c2ccc(OC)c(O)c2)nc2c1c(=O)[nH]c(=O)n2Cc1ccccc1 | 2.2
O=C(CSc1nc2ncccc2c(=O)n1-c1ccccc1)NC(=O)NC1CC1 | -2.1
CC1(C)C2CCC1(C(=O)Nc1cccc(C(F)(F)F)c1)c1nc(C#N)c(C#N)nc12 (configuration not stated) | 7.5
CCCOc1cc(OCCC)cc(C(=O)Nc2cccc(-c3nc4ncccc4o3)c2)c1 | -0.1
Cc1cccc(N2CC(C(=O)N(C)Cc3cnn(C)c3)CC2=O)c1C (configuration not stated) | 4.9
COC(=O)C1=C(C)N(c2ccccc2)C(=S)NC1c1cccs1 (configuration not stated) | 5.1
CCOc1cc(C#N)ccc1OCc1nc(-c2ccc(Br)cc2)no1 | u
CC1CCc2c(sc(NC(=O)CSc3ncnc4ccccc34)c2C#N)C1 (configuration not stated) | -6.5
CC1(C)Cc2c(sc3c2c(=O)n(CCCO)c(=O)n3CC(=O)c2ccccc2)CO1 | -2.6
O=c1c2cnc(N3CCCCC3)nc2ccn1-c1ccc(F)cc1 | 6.7
COc1ccc(S(=O)(=O)N(CC(=O)N2CCC(C(N)=O)CC2)c2ccccc2)cc1OC | 3.5
COc1ccc(Br)cc1-c1nc2cccc(C)c2c(=O)o1 | 13.5
Cc1sc(NC(=O)c2nn(C)c(=O)c3ccccc23)nc1-c1ccc(F)cc1 | 4.3
COc1ccc(OC)c(Nc2nc3ccccc3nc2NS(=O)(=O)c2ccc(C)cc2)c1 | 1.2
O=C(c1cnn(Cc2ccccc2)c1)N1CCN(S(=O)(=O)c2cccc(Br)c2)CC1 | -2.3
Cn1cnc2c1c(=O)n(CCCSc1nc3ccccc3[nH]1)c(=O)n2C | -0.6

Continued.
SMILES | LDHA inh
CC(C)NC(=O)C1=CC(c2ccco2)=NS(=O)(=O)N1C | -10.4
Cc1ccc(C(=O)/C=C/Nc2ccc(N(C)C)cc2)cc1C | 23.7
O=c1[nH]cccc1NS(=O)(=O)c1ccc(F)c(F)c1 | -4.5
CC(C)CCNC(=O)CCNC(=O)c1ccccc1 | u
COc1ccc(Cc2nnc(Nc3cccc(Cl)c3)[nH]c2=O)cc1OC | -1.5
CNc1snc(C)c1C(=O)N(C)CCOc1ccccc1 | -7.7
CN(CCOc1ccc(Cl)cc1)Cc1nc2ccccc2c(=O)[nH]1 | -3.8
Cc1ccc(OCc2nc3c4c(ncn3n2)Oc2cc(O)ccc2C4c2ccccc2)cc1 (configuration not stated) | 4.8
COc1ccc2c(c1)CC/C2=N\OC(=O)c1cc(Cl)ccc1SC | 1.9
Cc1csc(NC(=O)c2csc3ccccc23)n1 | 6.1

Individual results from the results shown:
In LDHA inh, Cc1csc(NC(=O)c2csc3ccccc23)n1 is entered as 6.1
In LDHA inh, COc1ccc(Cc2nnc(Nc3cccc(Cl)c3)[nH]c2=O)cc1OC is entered as -1.5

New compounds follow:
SMILES | LDHA inh
Cc1nc(C#N)c(NCC(c2cccs2)N2CCOCC2)o1 (configuration not stated) | 0.5
O=C(NCc1ccc(-c2nc3ccccc3s2)o1)c1ccc(F)cc1F | 0.2
CCN(CC)c1nc2ccccc2nc1C(=O)Nc1ccc(Cl)cc1 | 0.0
Cn1nc(C(=O)OCC(=O)c2ccc(C3CCCCC3)cc2)c2ccccc2c1=O | 1.5
Cc1ccc2c(CN3CCN(C(=O)c4c(F)cccc4F)CC3)cc(=O)oc2c1 | -19.6
CCC(=O)Nc1ccccc1-c1nc2ccccc2n(CC(=O)Nc2ccccc2)c1=O | -18.0
CCCCN(Cc1ccccc1)c1ccc(NS(=O)(=O)c2ccc(F)cc2)cc1C(=O)O | -4.9
Cc1cc(-c2nc(-c3ccc(S(=O)(=O)N4CCOCC4)cc3)cs2)ccc1F | -6.1
CCc1c(C(=O)Nc2ccc(F)cc2C)cnn1-c1ccc(OC)nn1 | 6.0
CCc1cc(CC)c2c(=O)c3ccccc3sc2c1 | -6.0
CCCCOC(=O)c1ccc(NC(=O)COC(=O)c2ccc3nc(C)c(C)nc3c2)cc1 | 12.2
COc1ccc(C(=O)/C(=C/c2ccccn2)c2nc3ccccc3o2)cc1OC | -21.7
Cc1cc(C)n2c(NC3CCCCC3)c(-c3ccc(F)cc3)nc2n1 | 1.6
CCC1CCCCN1S(=O)(=O)c1ccc(NC(=O)c2cc(-c3ccc(OC)cc3)on2)cc1 (configuration not stated) | -0.4
CC(=O)c1cccc(NC(=O)C2CC3CCCC(C2)C3=O)c1 (configuration not stated) | 1.7
Cn1cc(S(=O)(=O)N2CCCC(C(=O)Nc3ccn(Cc4ccc(Cl)cc4)n3)C2)cn1 (configuration not stated) | -3.2
CCCCN(C)C(=O)CCNC(=O)Cn1cnc2sc3c(c2c1=O)CCCC3 | -5.0
CC(OC(=O)c1ccc(CS(C)(=O)=O)cc1)c1ccc(F)cc1F (configuration not stated) | -2.8
CC(Sc1nc(-c2cccs2)nc2ccccc12)C(=O)NCc1ccco1 (configuration not stated) | 0.0
O=C(O)C(=Cc1cccs1)C(=O)O | -3.4
C(=Nc1ccccc1-c1ccccc1N=Cc1ccc2ccccc2c1)c1ccc2ccccc2c1 | 3.8
CCCCCn1nc(C(=O)Nc2ccc(OC)c(Cl)c2)c2ccccc2c1=O | 10.1
CSCCCNC(=S)NCc1ccccn1 | -4.8
O=C(NCC(O)COc1cccc(C(F)(F)F)c1)C1CCCC1 (configuration not stated) | -1.9
Brc1cccc(-c2noc(Cc3ccccc3)n2)c1 | 0.6
COc1ccc(-c2cc(NC(=O)c3ccc4c(c3)NC(=O)CCS4)ccc2OC)cc1 | -15.7
CCN(Cc1ccc(C)cc1)Cc1cc(=O)oc2ccc(C)cc12 | 3.4
CC(=O)c1cccc(NC(=O)C2(c3ccc(Br)cc3)CCCC2)c1 | -4.3
Cc1ccc(C)c(Cn2c(N3CCN(Cc4ccccc4C)CC3)nc3c2c(=O)[nH]c(=O)n3C)c1 | 10.0
O=S(=O)(Nc1nc2ccccc2nc1Nc1ccc(F)cc1)c1ccc(F)cc1 | 3.9

A second format for part of the listing above.
| Molecule | LDHA inh |
| --- | --- |
| C(=Nc1ccccc1-c1ccccc1N=Cc1ccc2ccccc2c1)c1ccc2ccccc2c1 | 3.8 |
| CCCCCn1nc(C(=O)Nc2ccc(OC)c(Cl)c2)c2ccccc2c1=O | 10.1 |
| CSCCCNC(=S)NCc1ccccn1 | -4.8 |
| O=C(NCC(O)COc1cccc(C(F)(F)F)c1)C1CCCC1 (configuration not stated) | -1.9 |
| Brc1cccc(-c2noc(Cc3ccccc3)n2)c1 | 0.6 |
| COc1ccc(-c2cc(NC(=O)c3ccc4c(c3)NC(=O)CCS4)ccc2OC)cc1 | -15.7 |

Next section:
SMILES | LDHA inh
Cc1[nH]c2ccc(Cl)cc2c1C | 0.9
CCC1(C)NC(=O)N(NC(=O)c2nn(C)c(=O)c3ccccc23)C1=O (configuration not stated) | 0.5
O=C(Nc1ccc(-n2cccn2)c(F)c1)C1CCCN1C(=O)c1ccco1 (configuration not stated) | 2.9
COC(=O)c1ccc(COC(=O)CSc2cnc3ccccc3n2)cc1 | 2.1
CC1=C(C(=O)Nc2cccc(C(F)(F)F)c2)C(c2ccc(C(F)(F)F)cc2)NC(=O)N1 (configuration not stated) | 0.2
O=C(CC1(O)C(=O)Nc2ccccc21)c1ccc(OC(F)F)cc1 (configuration not stated) | -18.1

Ordered by number of heavy atoms (lowest first): three of the compounds above
SMILES | LDHA inh
Cc1[nH]c2ccc(Cl)cc2c1C | 0.9
COC(=O)c1ccc(COC(=O)CSc2cnc3ccccc3n2)cc1 | 2.1
O=C(Nc1ccc(-n2cccn2)c(F)c1)C1CCCN1C(=O)c1ccco1 (configuration not stated) | 2.9

Screening results deposited in PubChem BioAssay by National Center for Advancing Translational Sciences (NCATS).
